Compound activity from PubChem BioAssay.
Vif-A3F inh – blocks the Vif interaction with APOBEC3F; AID 602313; actives 0.2% (n = 390,000); HeLa A3F-eYFP + Vif (tagged APOBEC3F with the HIV-1 protein that degrades it), YFP fluorescence increase; Potency, µM (series often up to 46.1 µM), inactives show at the top dose activity, negative = active; also: potency is read from the fitted curve at half-maximal effect; % of control where 0% means no effect; nearly all actives have a fitted effect of over 65% in size
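Fluorescence increase (Ex 488/Em 500-530) after overnight compound treatment at 37 deg C flags inhibition of Vif-driven A3F-eYFP loss in stable HeLa A3F-eYFP/Vif cells seeded overnight beforehand.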
LDHA block – inhibitors of human lactate dehydrogenase A. purified LDHA, NADH/diaphorase-resazurin fluorescence; hits give low values. activity change, % (values are at about 110 or 230 µM). actives 0.15% (n = 480,000); in the data active = activity change below about -30%; inconclusive = mostly about -25% to -30%;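 also: plate controls were DMSO wells for no effect and wells without enzyme for full effect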
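LDH5 2 nM; NADH 0.06 mM, pyruvate 0.2 mM; 200 mM Tris pH 7.4, EDTA, Tween-20; 5 min RT. Detection: diaphorase 0.133 mg/mL + resazurin 37 µM, fluorescence ex540/em590 at 0 and 20 min; normalized to enzyme-free and DMSO wells.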
RGS4 inhibitor – inhibitors of human regulator of G protein signaling 4. Transcreener GDP fluorescence polarization, RGS4-accelerated GTP hydrolysis. P49798. Potency, µM (top dose mostly 114 µM), inactives show at the highest dose activity change, negative = inhibition, hits mostly inhibitors. actives 0.039% (n = 390,000); also: potency is read from the fitted curve at half-maximal effect; % is scaled to controls: 0 for no effect and ±100 for the full control effect; nearly all actives have a fitted effect of over 75% in size; some results filed as inactive show a strong effect at the top dose
Target sequence (P49798 whole entry, looked up): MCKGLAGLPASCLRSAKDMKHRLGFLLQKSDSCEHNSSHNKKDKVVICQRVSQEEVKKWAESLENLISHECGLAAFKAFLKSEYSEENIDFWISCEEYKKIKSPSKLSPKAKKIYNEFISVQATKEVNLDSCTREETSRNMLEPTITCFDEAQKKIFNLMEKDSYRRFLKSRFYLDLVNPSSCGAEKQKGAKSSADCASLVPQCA
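MLSMR compounds (23 nl, pin-transferred) preincubated 10 min at room temperature with a 500nM (2x) first reagent, then RGS4 at 900nM (2x) plus Transcreener GDP mix added; fluorescence polarization (620/688 nm) read before and after 90 min at 30 °C.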
Vif-A3G inh – blocks the Vif interaction with human APOBEC3G; actives 0.076% (n = 410,000); HeLa A3G-eYFP + Vif (tagged APOBEC3G with the HIV-1 protein that degrades it), YFP fluorescence, overnight; Q9HC16; Potency, µM (doses to about 46.1 µM), for inactives: top-dose activity, negative = active, hits mostly inhibitors;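 also: potency is read from the fitted curve at half-maximal effect; % is scaled to controls: 0 for no effect and ±100 for the full control effect; nearly all actives have a fitted effect of over 60% in size; hits raise eYFP signal because A3G escapes Vif-driven loss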
Target sequence (Q9HC16 whole entry, looked up): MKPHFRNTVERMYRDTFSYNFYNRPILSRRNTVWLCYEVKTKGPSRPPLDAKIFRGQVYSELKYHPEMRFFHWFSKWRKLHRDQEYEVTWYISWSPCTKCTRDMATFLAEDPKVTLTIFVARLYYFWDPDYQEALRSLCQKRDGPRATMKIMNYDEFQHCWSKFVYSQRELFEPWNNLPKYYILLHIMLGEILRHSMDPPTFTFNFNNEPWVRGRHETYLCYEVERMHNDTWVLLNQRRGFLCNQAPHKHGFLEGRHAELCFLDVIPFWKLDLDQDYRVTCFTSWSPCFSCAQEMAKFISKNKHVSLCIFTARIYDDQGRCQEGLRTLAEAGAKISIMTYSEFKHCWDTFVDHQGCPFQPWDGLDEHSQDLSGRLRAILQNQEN
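Read-out is eYFP fluorescence (Ex 488/Em 500-530) from Vif-expressing HeLa A3G-eYFP cells; more signal means A3G escaped Vif-mediated degradation. Cells plated overnight, compound pinned in, incubated overnight at 37 deg C.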
D2 agonist – agonists of human D2 dopamine receptor. P14416. HEK293 T-REx D2 cells, calcium flux agonist mode. activation, % at 2 µM. actives 0.53% (n = 340,000);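 active = activation over 3 SD above normal in the single-dose calcium agonist read, cut at about 30% in these data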; also: 0% is about no effect
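HEK293 Trex D2 cells, tetracycline-induced, o/n 30 C 5% CO2; no-wash Ca dye, RT 30–90 min; 10-cycle baseline, 23 nl cpd added, kinetic Ca read 180 s; agonist hits = positive Ca response.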
Glioma ERSR ind – induces the endoplasmic reticulum stress response in human glioma cells. U87-MG GRP78 promoter luciferase reporter, 16 h. AID 602332. Potency, µM, without a hit: at the top dose activation, hits mostly activators. actives 0.02% (n = 420,000); also: potency is read from the fitted curve at half-maximal effect; series mostly up to about 76 µM; % of control where 0% means no effect; nearly all actives have a fitted effect of over 35% in size
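Stably transfected U87-MG human glioma cells carrying a GRP78-based luminescent sensor were seeded at 1000 cells/well, pin-dosed with compounds and incubated 16 h. Luciferase reagent was then added, and end-point luminescence was read after 10 min at room temperature.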
D2 antagonist – D2 dopamine receptor (human) antagonism; AID 485344; actives 2% (n = 340,000); inhibition, % at 10 µM; HEK293 TREx D2 cells, calcium flux, dopamine EC80; in the data active = inhibition above about 30%; also: 0% is about no effect
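Calcium mobilization kinetics were recorded at 1 s intervals in tetracycline-induced HEK293 T-REx D2 cells, first for 180 s after compound addition and then 180 s after EC80 dopamine.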
ALOX12 inh – ALOX12 (human) lipoxygenase inhibition | purified 12hLO, xylenol orange hydroperoxide absorbance | Potency, µM (titrated, usually from 108 µM), for the others: top-dose activity change, negative = inhibition, most hits filed as inhibitors | actives 1.1% (n = 580,000) | AID 1671190; also: potency is read from the fitted curve at half-maximal effect; % is scaled to controls: 0 for no effect and ±100 for the full control effect
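Purified human 12hLO at 150 nM in 25 mM Hepes, 0.01% Triton X-100, pH 7.0, preincubated 15 min at room temperature with compound. Reaction started with 40 uM arachidonic acid, 30 min at room temperature. Hydroperoxide measured by Fe-xylenol orange, 573/405 nm absorbance ratio.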
ERG-DNA inh – blocks human ERG Ets domain binding to DNA; P11308; fluorescence polarization, His-ERG Ets domain / labelled DNA; Potency, µM (top dose mostly 76.9 µM), without a hit: at the top dose FP activity, negative = inhibition, hits mostly inhibitors; actives 0.028% (n = 370,000); active = well fitted inhibition curve with a large enough effect in the polarisation, with a control signal flat; inconclusive = small, poorly fitted or top-dose-only effect, or effect the other way, or a change in a side signal; inactive = no such curve, though single readings can be large or run the other way; the % refers to the polarisation;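 also: polarization taken with two DNA probes labelled with fluorescein and Texas red; potency is read from the fitted curve at half-maximal effect; % of control where 0% means no effect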
Target sequence (P11308 whole entry, looked up, the tested form may be a part): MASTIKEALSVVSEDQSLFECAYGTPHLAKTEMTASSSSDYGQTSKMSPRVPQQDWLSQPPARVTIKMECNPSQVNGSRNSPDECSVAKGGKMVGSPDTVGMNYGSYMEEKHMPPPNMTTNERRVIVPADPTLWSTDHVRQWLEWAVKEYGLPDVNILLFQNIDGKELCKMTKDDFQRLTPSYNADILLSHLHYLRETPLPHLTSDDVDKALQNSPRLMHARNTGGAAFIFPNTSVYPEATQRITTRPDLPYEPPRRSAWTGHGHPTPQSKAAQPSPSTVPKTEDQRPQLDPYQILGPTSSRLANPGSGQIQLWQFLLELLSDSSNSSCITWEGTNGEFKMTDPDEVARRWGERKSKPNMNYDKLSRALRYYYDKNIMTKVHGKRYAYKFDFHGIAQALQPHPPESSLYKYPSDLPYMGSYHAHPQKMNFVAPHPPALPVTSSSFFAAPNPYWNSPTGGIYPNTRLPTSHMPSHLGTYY
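His-tagged ERG Ets domain (1 uM in the protein solution; 300mM KCl, 50mM Tris-HCl, 1mM EDTA, 1mM DTT, pH 7.5) received compound, then a probe mix of 5 nM fluorescein-DNA and 100nM Texas-615-DNA. Fluorescence polarization was read for both dyes.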
Numbers without * were called inactive; ? = inconclusive; . = not tested or not shown; [ ] = dose if it differs, or a comment. Unless noted, calls follow the shape of the dose curve; as a rule, active = well fitted curve in the direction sought with a large enough effect; inconclusive = small, poorly fitted or top-dose-only effect, or another doubt; inactive = no such curve, though single readings can be large; an effect the other way counts as inactive or inconclusive.

SMILES	Vif-A3F inh	LDHA block	RGS4 inhibitor	Vif-A3G inh	D2 agonist	Glioma ERSR ind	D2 antagonist	ALOX12 inh	ERG-DNA inh
CC1(c2ccc3noc(-c4cccc(F)c4)c3c2)OCCO1	-6%	-10	-18%	2%	-1.1	-1%	8	-4%	0%
COc1ccc(NCc2n[nH]c(=O)c3ccccc23)cc1	.	10	-19%	0%	0.3	1%	-10	-11%	-21%
OC(CNCC1CCCO1)COc1ccc(OCC(O)CNCC2CCCO2)cc1 (centres undefined)	-9%	-9	-11%	-6%	-0.4	-4%	-7	.	1%
COC(CCN(C)C)(c1ccccc1)c1ccccc1	1%	-5	-1%	1%	1.0	-2%	0	-5%	.
CC1CCN(S(=O)(=O)c2ccc(C(=O)Nc3nc4ccc(F)cc4s3)cc2)CC1	2%	-3	-4%	-4%	1.6	-5%	.	-9%	3%
CN(Cc1ccccc1)S(=O)(=O)c1ccccc1Br	7%	-5	2%	-4%	.	-2%	.	7%	-1%
OCCCn1c(CCNc2nc(-c3ccc(F)cc3)cs2)nc2cc(C(F)(F)F)ccc21	3%	3	-17%	-15%	.	-6%	.	-5%	13%
O=C(Nc1cccc2ccccc12)c1[nH]c(-c2ccccc2)c2c1C(=O)N(C1CC1)C2=O	.	0	.	-2%	.	-1%	.	2%	.
COc1cc(NC(=O)CCc2c(C)noc2C)c(C(=O)O)cc1OC	2%	-3	.	1%	.	-3%	.	-29%	.
O=C(O)C1CC(c2ccccc2)=NO1 (centres undefined)	4%	-10	5%	0%	-0.1	1%	-11	-9%	-18%
C=CCC1c2cccc(C(=O)O)c2C(=O)N1c1cccc(OC)c1 (centres undefined)	0%	-6	-4%	-1%	0.3	-4%	-5	11%	-17%
Cc1cccc(N=C2CSC(=O)N2)c1	-16%	-6	12%	1%	1.9	-5%	6	3%	-8%
CCN=C1SC(CC(=O)NC(C)c2ccccc2)C(=O)N1CC (centres undefined)	2%	-5	23%	2%	-0.4	-2%	14	-6%	0%
COc1ccc(CN(C)CCCn2ccc(N)nc2=O)cc1OC	-1%	-6	.	0%	.	0%	.	11%	.
CCCCCc1nnc(NC(=O)C2COc3ccccc3O2)s1 (centres undefined)	2%	-3	-33%	0%	-2.4	3%	7	12%	6%
COc1ccc(OC)c(NC(=O)COC(=O)CCc2nc3ccccc3c(=O)[nH]2)c1	0%	-1	-23%	1%	.	-5%	.	?	3%
CC(=O)Nc1c(OC(C)=O)ccc2c(C)cc(=O)oc12	1%	-6	9%	0%	-1.8	-8%	-7	6%	6%
CCCCCCCCOc1ccc(C(=O)O)cc1	7%	1	14%	1%	-1.2	4%	4	10%	-14%
Cc1cc(=O)n2[nH]c(-c3ccc(F)cc3)nc2n1	-3%	-12	26%	-6%	0.1	1%	-10	-17%	2%
CCCC1C2C(=O)N(c3cccc(C)c3)C(=O)C2ON1c1ccccc1 (centres undefined)	8%	-7	5%	-4%	0.1	-6%	1	43%[activator]	-2%
CC(=Nc1ccccc1)Nc1ccccc1	0%	-3	2%	6%	0.7	0%	10	167%[activator][57.4 µM]	-1%
COc1ccc(C)cc1NC(=O)Cc1c(C(=O)O)n(C)c2ccccc12	5%	-4	3%	-4%	-1.4	-5%	11	-2%	16%
CCOc1ccc(-c2nnc(SCC(=O)Nc3cc(C)on3)o2)cc1	-4%	-6	14%	8%	-0.9	-9%	-6	77%[activator]	?
COC(=O)c1sccc1Oc1ccc(Cl)cc1N1C(=O)CCC1=O	-9%	0	-8%	1%	0.1	-4%	-6	36%[activator]	5%
CC(C)CN(C(=O)CCC(=O)OCC(=O)N(C)c1ccccc1)c1c(N)n(CC(C)C)c(=O)[nH]c1=O	1%	-9	8%	0%	.	0%	.	9%	-1%
C=CCn1c(C)nnc1SCC(=O)Nc1ccc2c(c1)OCCO2	1%	-6	23%	-2%	.	-2%	.	0%	0%
Cc1ccc(S(=O)(=O)N2[C@@H](c3ccccc3F)C(C(=O)O)=CC[C@H]2c2ccc(Cl)c(Cl)c2)cc1	-4%	1	5%	-10%	0.2	-5%	3	?	-5%
CCc1ccc(NC(=O)C(C)OC(=O)CC(NC(C)=O)c2ccccc2)cc1 (centres undefined)	1%	-7	4%	3%	0.8	-2%	5	?	-2%
CN(NS(=O)(=O)c1ccc(Cl)cc1)c1cnn(C)c(=O)c1Cl	3%	-8	14%	4%	0.8	-5%	9	8%	0%
COc1ccc(CCNC(=O)CN2C(=O)COc3ccc(S(=O)(=O)N4CCOCC4)cc32)c(OC)c1	-6%	0	8%[11.4 µM]	-6%	0.0	-2%	-8	1%	-6%
Cn1c(CN2CCCC2)nc2cc(NS(=O)(=O)c3ccccc3)ccc21	-13%	0	3%	1%	-0.6	-1%	67*	21%	.
COc1ccc(CN(C)C(=O)C(Cc2ccccc2)NC(=O)c2ccccc2)c(OC)c1 (centres undefined)	-3%	-2	8%	-7%	-0.2	-3%	-12	14%	6%
COc1ccc(OC)c(C(=O)CSc2nnc(C3CC3)n2C2CC2)c1	-11%	-1	.	0%	.	-2%	.	-23%	.
COc1ccc2c(c1OC)C(=O)N1c3ccccc3C(=O)N(Cc3ccco3)C21 (centres undefined)	.	0	?	1%	.	-1%	.	.	.
COc1ccc(N2CCN(S(=O)(=O)CCNC(=O)C3CCCCC3)CC2)cc1	3%	-5	-16%[56.9 µM]	0%	-0.7	0%	-18	2%	-5%
COC(=O)C(Cc1ccc(O)cc1)NC(=O)C(CC(=O)OC(C)(C)C)NC(=O)OC(C)(C)C (centres undefined)	-3%	-8	22%	3%	-0.4	4%	3	-11%	3%
c1ccc(-n2c(-c3ccncc3)nnc2-c2cccs2)cc1	1%	-2	12%[56.9 µM]	-4%	0.1	-5%	-34	0%	-6%
CCOc1ccc(-n2c(C)c(C(C)=O)c(C(C)=O)c2C)cc1	6%	-1	-8%	3%	0.2	-6%	-10	471%[activator]	-1%
Fc1ccc(-c2cn3cc(Cc4ccc(Cl)cc4)sc3n2)cc1	1%	-13	4%	-1%	.	-1%	.	0%	-10%
CNc1nc(NCC2CCCCC2)c2sccc2n1	.	-4	.	-12%	.	-2%	.	?	.

8 consecutive entries already listed, for reference:
SMILES	Vif-A3F inh	LDHA block	RGS4 inhibitor	Vif-A3G inh	D2 agonist	Glioma ERSR ind	D2 antagonist	ALOX12 inh	ERG-DNA inh
Cc1cccc(N=C2CSC(=O)N2)c1	-16%	-6	12%	1%	1.9	-5%	6	3%	-8%
CCN=C1SC(CC(=O)NC(C)c2ccccc2)C(=O)N1CC (centres undefined)	2%	-5	23%	2%	-0.4	-2%	14	-6%	0%
COc1ccc(CN(C)CCCn2ccc(N)nc2=O)cc1OC	-1%	-6	.	0%	.	0%	.	11%	.
CCCCCc1nnc(NC(=O)C2COc3ccccc3O2)s1 (centres undefined)	2%	-3	-33%	0%	-2.4	3%	7	12%	6%
COc1ccc(OC)c(NC(=O)COC(=O)CCc2nc3ccccc3c(=O)[nH]2)c1	0%	-1	-23%	1%	.	-5%	.	?	3%
CC(=O)Nc1c(OC(C)=O)ccc2c(C)cc(=O)oc12	1%	-6	9%	0%	-1.8	-8%	-7	6%	6%
CCCCCCCCOc1ccc(C(=O)O)cc1	7%	1	14%	1%	-1.2	4%	4	10%	-14%
Cc1cc(=O)n2[nH]c(-c3ccc(F)cc3)nc2n1	-3%	-12	26%	-6%	0.1	1%	-10	-17%	2%

Continued:
SMILES	Vif-A3F inh	LDHA block	RGS4 inhibitor	Vif-A3G inh	D2 agonist	Glioma ERSR ind	D2 antagonist	ALOX12 inh	ERG-DNA inh
CCN1CCN(C(=S)c2ccc(OC)cc2)CC1	1%	-8	?	-3%	0.4	-6%	27	-20%	1%
c1coc(C2Nc3ccccc3C3OCCC23)c1 (centres undefined)	1%	-1	5%[11.4 µM]	-1%	0.2	0%	2	83%[activator]	-7%
Cc1ccc(Nc2nnc(SCC(=O)NC(Cc3c[nH]c4ccccc34)C(=O)O)s2)cc1 (centres undefined)	0%	4	-26%	-6%	0.6	-1%	10	?	-4%
CC1=C(C(=O)OCc2ccccc2)C(c2ccco2)C2=C(CC(C)(C)CC2=O)N1 (centres undefined)	0%	-9	-24%	-7%	-0.5	-5%	15	0%	1%
CC(=O)c1cc2c(cc1NC(=O)CSc1ncccn1)OCO2	-4%	0	.	-1%	.	-4%	.	1%	.
CCS(=O)(=O)N1CCC(C(=O)Oc2ccc(C)c(C)c2)CC1	4%	-8	15%	0%	1.4	-3%	5	7%	-10%
NC(=O)N/N=C/c1ccccc1OC(=O)c1ccccc1Br	-20%	7	4%	-2%	-0.7	2%	-10	-6%	27%
C/C(=N\Nc1ccc([N+](=O)[O-])cc1)c1ccc(O)cc1	-2%	1	-12%	-16%	7.3	4%	-3	?	-1%
Cc1ccc(C(=O)N2CCC(N3CCN(Cc4ccc(F)cc4)C(=O)C3=O)CC2)cc1	-1%	-16	-5%	4%	0.3	-2%	.	-15%	-3%

Not all compounds are listed. The share of hits here may be higher or lower than overall.
